# SNCA expr inhib – inhibitors of alpha-synuclein (SNCA) gene expression; HEK-293 SNCA-luciferase knock-in, luminescence, 24 h; Potency, µM (doses to about 57.2 µM), inactives show at the top dose activity change, negative = inhibition, actives largely listed as inhibitors; actives 0.17% (n = 140,000);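 also: potency is read from the fitted curve at half-maximal effect; plate controls were DMSO cells for no effect and cell-free wells for full effect; nearly all actives have a fitted effect of over 45% in size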
# HEK293 viab – counter-screen for SNCA expression inhibitors: cell viability; HEK-293-SNCA-luc viability, GF-AFC fluorescence, 24 h; Potency, µM (top dose mostly 57.1 µM), for the others: top-dose activity change, negative = cytotoxicity, hits mostly cytotoxic; actives 0.12% (n = 150,000); AID 1671193;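 also: potency is read from the fitted curve at half-maximal effect; 0% = DMSO-treated cells and -100% = medium-only wells without cells; nearly all actives have a fitted effect of over 30% in size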
#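 HEK-293-SNCA-luc cells (1500/well) plated 24 h, then exposed 24 h to a dilution series; GF-AFC added 30 min at 37C, fluorescence 405/540 nm; normalised to medium-only and DMSO wells, Hill fit.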
# 3T3 cytotox – cytotoxic compounds in NIH 3T3 cells | NIH 3T3 viability, CellTiter-Glo ATP luminescence, 48-72 h | Potency, µM (highest dose often 96.7 µM), inactives show at the highest dose activity change, negative = cytotoxicity, usual class: inhibitors | actives 4.3% (n = 94,000) | AID 1345082; also: potency is read from the fitted curve at half-maximal effect; nearly all actives have a fitted effect of over 55% in size
#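 NIH 3T3 cells at 400 cells/well received 23 nL of compound by pintool and were incubated 48 or 72 h at 37 °C. Viability was read as ATP-coupled CellTiter-Glo luminescence.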
# IP6K1 inh – inhibitors of human IP6K1 | Q92551 | IP6K1 kinase, ADP-Glo luminescence, 2 h; stronger effect = lower value | activity change, % (series mostly up to about 58 µM) | actives 0.81% (n = 140,000) | AID 1645851; in the data active = activity change below about -25%
# Target sequence (Q92551 whole entry, looked up): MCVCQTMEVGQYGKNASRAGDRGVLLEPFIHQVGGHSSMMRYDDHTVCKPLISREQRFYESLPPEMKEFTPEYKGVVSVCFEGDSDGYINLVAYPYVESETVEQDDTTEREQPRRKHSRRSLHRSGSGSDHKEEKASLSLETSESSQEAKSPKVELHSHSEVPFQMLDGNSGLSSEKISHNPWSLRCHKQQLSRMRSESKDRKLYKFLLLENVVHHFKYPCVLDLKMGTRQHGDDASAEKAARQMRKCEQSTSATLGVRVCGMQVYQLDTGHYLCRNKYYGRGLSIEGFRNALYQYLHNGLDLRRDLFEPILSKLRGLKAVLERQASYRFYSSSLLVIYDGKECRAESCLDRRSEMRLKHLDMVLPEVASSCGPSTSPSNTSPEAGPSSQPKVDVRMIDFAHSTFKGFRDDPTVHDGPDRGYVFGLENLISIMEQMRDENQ
#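 ADP-Glo luminescence measures ADP made by human IP6K1 during a 2 h RT reaction with ATP/IP6 (mix at 1.3 mM/130 uM); top library doses 57.5 and 19.1 uM final.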
# GPT2 inhibitor – GPT2 alanine aminotransferase inhibition; Potency, µM (highest dose often 57.7 µM), for the others: at the highest dose activity change, negative = inhibition, hits mostly inhibitors; Q8TD30; actives 0.25% (n = 100,000); Recombinant GPT2, coupled pyruvate oxidase/HRP Amplex Red fluorescence; also: potency is read from the fitted curve at half-maximal effect; nearly all actives have a fitted effect of over 60% in size; many of its hits are not listed in these tables
# Target sequence (Q8TD30 whole entry, looked up): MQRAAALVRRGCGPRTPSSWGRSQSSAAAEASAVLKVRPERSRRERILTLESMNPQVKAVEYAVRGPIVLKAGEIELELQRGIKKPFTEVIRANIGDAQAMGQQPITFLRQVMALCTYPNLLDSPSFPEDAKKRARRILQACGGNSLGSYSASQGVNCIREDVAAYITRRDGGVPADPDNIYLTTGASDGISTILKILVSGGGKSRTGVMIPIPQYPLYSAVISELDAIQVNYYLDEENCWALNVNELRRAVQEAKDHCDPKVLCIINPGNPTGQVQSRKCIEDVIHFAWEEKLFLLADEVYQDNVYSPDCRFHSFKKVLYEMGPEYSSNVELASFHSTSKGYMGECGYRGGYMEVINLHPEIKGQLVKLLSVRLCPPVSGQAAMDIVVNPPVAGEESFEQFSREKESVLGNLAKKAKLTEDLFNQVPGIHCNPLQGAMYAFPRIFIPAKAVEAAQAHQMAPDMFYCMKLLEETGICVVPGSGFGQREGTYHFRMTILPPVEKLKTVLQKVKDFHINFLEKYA
#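 Inhibition is scored from Amplex Red fluorescence generated when pyruvate oxidase and HRP act on pyruvate released by GPT2. Reactions contain 10ng/uL enzyme, 250uM a-KG and 2mM L-alanine and run 30 min at room temperature.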
# FLuc inh – blocks purified firefly luciferase enzyme activity. actives 2.5% (n = 76,000). Potency, µM (highest dose often 115 µM), for the others: at the top dose activity change, negative = inhibition, usual class: inhibitors. P08659. AID 1347043. purified P. pyralis luciferase, luminescence, biochemical; also: potency is read from the fitted curve at half-maximal effect; nearly all actives have a fitted effect of over 65% in size
#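 Purified P. pyralis luciferase (10nM final) in 50mM Tris acetate pH 7.5, 10mM Mg acetate, 0.01% Tween-20, 0.05% BSA with 10uM D-luciferin and 10uM ATP. Compounds titrated qHTS. Luminescence imaged on CCD.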
# HEK cytotox – cytotoxic compounds in HEK 293 cells. HEK 293 viability, ATP luminescence (CellTiter-Glo), 48-72 h. AID 1345083. Potency, µM (titrated, usually from 115 µM), without a hit: at the highest dose activity change, negative = cytotoxicity, usual class: inhibitors. actives 6.6% (n = 94,000); also: potency is read from the fitted curve at half-maximal effect; nearly all actives have a fitted effect of over 60% in size
#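 Cells seeded first (HEK 293, 250 cells/well), then compound added by pintool. Incubation ran 48 or 72 hr at 37 degree Celsius. CellTiter-Glo was added and luminescence imaged after 10 min at room temperature.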
# An asterisk follows results filed as active; i = inactive; ? = inconclusive; / = not tested or not shown; [ ] = remark or other dose. Unless noted, calls follow the shape of the dose curve; as a rule, active = well fitted curve in the direction sought with a large enough effect; inconclusive = small, poorly fitted or top-dose-only effect, or another doubt; inactive = no such curve, though single readings can be large; an effect the other way counts as inactive or inconclusive. Unless noted, % is scaled to controls: 0 for no effect and ±100 for the full control effect.
structure | SNCA expr inhib | HEK293 viab | 3T3 cytotox | IP6K1 inh | GPT2 inhibitor | FLuc inh | HEK cytotox
CC1=C[C@@H](CNC(=O)N2CCOCC2)[C@H](C(C)C)C[C@H]1Cc1nc2ccccc2[nH]1 | -11%[87.6 µM] | ? | ? | -7 | -29%[88.5 µM] | -3%[172 µM] | ?
Cc1c(C(C)NC(=O)C2(c3ccc(Cl)cc3)CCC2)cnn1-c1ccccn1 (centres undefined) | 33%[activator] | 8% | ? | -7 | i | -12% | ?
CN(CC1CCOC1)C(=O)c1cccs1 (centres undefined) | ? | ? | -21% | 7 | i | -5% | -13%
Cc1ccc(OCC(=O)Nc2ccc(OCc3cc(=O)n4c(C)csc4n3)cc2)cc1C | 42%[activator] | 1% | / | 2 | / | / | /
Cc1cc(C)cc(OCC(=O)Nc2cccc(-c3nc4ccccc4[nH]3)c2)c1 | 51%[activator] | ? | / | -1 | / | / | /
COc1ccc(OC)c(CNC(=O)C2Cn3cccc3C(=O)N2CC(C)C)c1 (centres undefined) | -15% | -3% | 4% | 0 | -10% | -2% | 0%
Cc1ccc(NCc2nc3ccccc3n2CCOc2ccccc2C)cc1 | 82%[activator] | -18% | / | -15 | / | / | /
CC1=C(C(=O)Nc2cc(Cl)ccc2C)C(c2ccco2)n2ncnc2N1 (centres undefined) | -10% | -19% | / | -13 | / | / | /
O=C(NC1CCCCC1)c1ccc2nc(-c3cccnc3)oc2c1 | -8% | 2% | 4% | -2 | -8% | / | -10%
CC1=NS(=O)(=O)N(C)C=C1C(=O)OCc1noc(-c2cccs2)n1 | 2% | 14% | ? | -16 | i | -9% | ?
C[S+](=O)([O-])N1CCCC2(C1)C(=NC1CCCCC1)NC(=O)N2c1cccnc1 (centres undefined) | 0% | 10% | -14% | 7 | i | -4% | -12%
O=S(=O)(NC[C@H]1O[C@@H](CO)[C@@H](O)[C@H]1N1CCN(c2ncccn2)CC1)c1ccccc1 | ? | -3% | i | 5 | -21% | 2% | -5%
C[N+]1(CC2COC(c3ccccc3)(C3CCCCC3)O2)CCCCC1 (centres undefined) | -7%[25.6 µM] | -10%[23.9 µM] | / | 3 | ? | / | /
COc1ccc(Cl)cc1S(=O)(=O)N1CCCC(CO)(Cc2cccc(Cl)c2)C1 (centres undefined) | 0% | -1% | ? | 7 | i | 13% | ?
CCOC(=O)c1oc2c(c1C)-c1nn(Cc3cccc(Cl)c3)cc1CC2 | 41%[activator] | 8% | / | -11 | / | / | /
CCOC(=O)Cn1c(=O)n(CC2CCCO2)c2nc(-c3ccc(C(C)C)cc3)nc(C(N)=O)c21 (centres undefined) | 11% | 7% | / | 1 | / | / | /
O=C(c1ccc(F)cc1F)N1CCN(c2cc(-c3ccccc3)[nH]n2)CC1 | -26% | 1% | -27% | -1 | -5% | 0% | ?
O=C(Nc1ccccc1)N1C[C@@H](F)[C@@H](OCc2nc3ccccc3o2)C1 | -6%[87.6 µM] | 9%[87.6 µM] | -21%[138 µM] | 5 | i | -16%[172 µM] | -20%[172 µM]
Cc1cccc(CN2CCCC3(Cc4ccccc4CNC3=O)C2)c1 (centres undefined) | -6% | -10% | -2% | 3 | i | / | -18%
CN1C(=O)CO[C@H](c2ccc(NC(=O)C3CCCC3)cc2)[C@H]1CO | -1%[87.6 µM] | -3%[87.6 µM] | 3%[138 µM] | -6 | -14%[88.5 µM] | 0%[172 µM] | -4%[172 µM]
COc1cccc(NC(=O)N[C@H]2CCN(C(=O)c3cnccn3)[C@@H]2C(=O)N[C@@H](CCCNC(=O)c2cnccn2)C(N)=O)c1 | -4% | -5% | -23% | -12 | 2% | 3% | 2%
C[C@@]12CO[C@@H](Cc3ccccc3)O[C@@H]1CC[C@]1(C)C2CC[C@@H](O)[C@H]1CC(=O)NCc1ccccc1 (some centres undefined) | 11% | -3% | ? | -6 | -3% | 16% | ?
O=C1COc2ccc(Nc3ccccc3)nc2CN1CCOc1ccccc1 | -15%[87.6 µM] | -13%[87.6 µM] | ? | -8 | -19%[88.5 µM] | ? | ?
Cc1ccc(-c2nc3ccccc3[nH]2)cc1NC(=O)COc1ccccc1[N+](=O)[O-] | ? | ? | / | 1 | / | / | /
COc1cccc(CNC(=O)[C@@H]2C[C@@H](O)CN2C2CCN(C(=O)c3cccnc3C)CC2)c1 | 4% | 0% | 4% | 0 | 1% | 2% | i

# Next section:
structure | SNCA expr inhib | HEK293 viab | 3T3 cytotox | IP6K1 inh | GPT2 inhibitor | FLuc inh | HEK cytotox
CCOc1ccc(-c2c(C)nn3c(C)c(C(=O)NCCc4ccc(Cl)cc4)cnc23)cc1OCC | ? | -18% | / | -13 | / | / | /
COC(=O)c1ccc(NC(=O)Cn2c(-c3cnccn3)nc(C)c(C)c2=O)cc1 | 6% | -1% | -30% | 3 | 3% | -1% | -23%
CC(C)Cc1nn2c(=O)cc(COC(=O)c3ccc(NC(=O)C4CCCCC4)cc3)nc2s1 | 11% | -8% | / | -12 | / | / | /
COc1ccccc1N1CCN(S(=O)(=O)c2ccc(F)c(C(=O)Nc3ccc(Cl)cc3C(F)(F)F)c2)CC1 | -2% | 7% | / | -34* | / | / | /
COc1ccc(C2CC(C(=O)NCc3ccccc3)CN(C(=O)C3CC3)C2)cc1OC (centres undefined) | -15% | -2% | ? | -6 | i | -22% | ?
CC(NC(=O)c1ccc(-c2nnc3ccc(NC(=O)C4CCC4)cn23)cc1)c1cccs1 (centres undefined) | -8% | -14% | ? | -6 | 5% | 1% | ?
CN(C)c1ccc(CNc2nc(-c3ccco3)nn2C(=O)c2cccc([N+](=O)[O-])c2)cc1 | 45%[activator] | 9% | / | -11 | / | / | /
COc1ccccc1-c1nc(C(=O)NCc2cccs2)n2ccccc12 | 42%[activator] | -6% | ? | 36 | -6% | -14% | -25%
COCc1nc(-c2ccc(OC3CN(C(=O)Cc4ccccc4)C3)cc2)no1 | 11% | -11% | ? | -1 | -2% | -1% | ?
Cc1ccc(CN(C)Cc2cnc(S(=O)(=O)C(C)C)n2CCc2ccccc2)o1 | -5% | 0% | ? | 7 | 1% | 10% | ?
CC(=O)N(C)C1CCCc2ccccc21 (centres undefined) | 27%[87.6 µM] | 11%[87.6 µM] | 3%[174 µM] | -5 | -13%[88.5 µM] | -7%[230 µM] | -3%[230 µM]
O=C(O)[C@@H]1CN(C(=O)CCc2ccc(=O)[nH]n2)C[C@H]1C1CC1 | 4% | -1% | -5% | -6 | 4% | 4% | 1%
COCCn1c(C)nnc1-c1cc(-c2ccc(OC)c(OC)c2)ccn1 | 31%[activator][87.6 µM] | 4%[87.6 µM] | 89µM* | -9 | i | 6%[172 µM] | 2%[172 µM]
CC(C)NC(=O)C[C@@H]1C[C@H]2O[C@H](CNC3CCCC3)[C@@H](O)[C@H]2O1 | -8%[87.6 µM] | -8%[87.6 µM] | -4%[174 µM] | 3 | ? | 0%[172 µM] | -7%[172 µM]
CCOc1ccccc1C(=O)NCc1nnc2cc(-c3nc(C)no3)ccn12 | -21% | -12% | -2% | 26 | 2% | 4% | ?
Cc1cc(C[C@@H]2COC[C@@H]2NC(=O)CCc2n[nH]c(C)n2)on1 | -4% | -10% | -2% | -1 | 4% | -5% | -8%
COc1ccc(CNC(=O)CCn2c(=O)c3cccn3c3ccc(F)cc32)cc1OC | 11% | 3% | / | -12 | / | / | /
CCCn1c(NCc2ccccc2F)nc2ccccc21 | 75%[activator] | -6% | / | 14 | / | / | /
CN(Cc1ccccc1)C(=O)CSc1nc2ccccc2n1Cc1ccccc1F | -13% | 6% | / | 12 | / | / | /
O=C(CSc1c2c(nc3cc(Cl)ccc13)CCCC2)NCc1ccccc1Cl | -30% | -14% | / | -1 | / | / | /
O=C(c1ccc(Cl)cc1)N1CC2(CCN(C3COC3)CC2)Cc2ccccc21 | 8% | 5% | ? | 6 | -10% | / | 5%
O=C(Cc1cccc(F)c1)N1CCC[C@H]1c1nc(-c2ccccc2Cl)no1 | 7% | ? | ? | 2 | i | -6% | ?
COc1cc(C(=O)N[C@H]2[C@@H]3CCO[C@@H]3[C@@H]2C2CCCC2)ccn1 | -3% | -12% | -12% | 5 | i | 11% | -14%
C[C@@H]1C(=O)O[C@H]2[C@H]1CC[C@@]1(C)Cc3sc(NC(=O)c4ccc(N(C)C)cc4)nc3[C@@H](C)[C@H]21 | 17% | 0% | 32µM* | 22 | -2% | -2% | ?
Cc1ccc(-n2nc(-c3ccccc3)c3cnc4cc5c(cc4c32)OCO5)cc1C | 12% | 20% | / | 32 | / | / | /

# More structures follow.
structure | SNCA expr inhib | HEK293 viab | 3T3 cytotox | IP6K1 inh | GPT2 inhibitor | FLuc inh | HEK cytotox
O=C(c1cccc(OC2CN(Cc3cccc(F)c3F)C2)c1)N1CCOCC1 | 56%[activator] | -5% | -8% | -3 | i | -2% | ?
COc1cccc(-c2ccc(CN3CCCC3C(=O)NC3CCCCC3)cc2)c1 (centres undefined) | -6% | 10% | ? | -9 | -5% | / | 45µM*
O=C(CCc1nc2ccccc2s1)N1CCC(c2noc(-c3ccccn3)n2)C1 (centres undefined) | -8% | 5% | -6% | 2 | -7% | 2% | -20%
CCCCCNC(=O)Cc1csc2nc(C)c(-c3cc(C)n(-c4ccccc4CC)n3)c(=O)n12 | -6% | -19% | ? | 12 | i | -4% | ?
CCOC(=O)c1[nH]c2ccccc2c1NC(=O)c1ccccc1OCC | ? | ? | / | -8 | / | / | /
O=C(Nc1ccc(Br)c(Cl)c1)c1ccc(C(=O)Nc2ccc(Br)c(Cl)c2)cc1 | 11% | 7% | / | -13 | / | / | /
Cc1cccc(CSc2nc3cc(C(=O)NC4CCCC4)ccc3c(=O)n2Cc2ccccc2)c1 | 30% | 0% | / | 4 | / | / | /
COc1ccc(C(=O)N2CCCCCNC(=O)[C@@H]3CCCC[C@@H]32)c(OC)c1 | -11% | -15% | -9% | 3 | i | 6% | -9%
Cc1ncc(CO)c2c1Oc1nc(-c3ccccc3)nc(SCC(=O)Nc3cccc(C(F)(F)F)c3)c1C2 | 6% | 0% | / | -11 | / | / | /
CCOC(=O)c1[nH]c(C)c(CCC(=O)Nc2ccccc2OCC)c1C | -23% | -6% | / | 12 | / | / | /
Cc1ccc(C(=O)NCc2nc(-c3ccccc3)no2)cc1N1CCNC1=O | 5% | -1% | -12% | 6 | i | 12% | -27%
COc1ccc(-c2ccccc2C(=O)NCC#N)nn1 | / | / | -13%[138 µM] | -1 | / | / | 1%[172 µM]
O=C(Cc1ccc(F)cc1)N1CCc2nc(-c3ccccc3)nc(-c3ccc(Cl)cc3)c2C1 | ? | -12% | ? | -7 | 4% | / | ?
CCCNC(=O)Nc1cc(C(=O)NCc2cccc(OCC)c2)ccc1N1CCCC1 | -11% | 0% | / | 7 | / | / | /

# Source: PubChem (National Center for Advancing Translational Sciences (NCATS))
